STEP inh: inhibitors of human striatal-enriched phosphatase STEP; inhibition, % at 20 µM; recombinant STEP, OMFP fluorogenic substrate, fluorescence; AID 588621; hit rate 0.25% among 360,000;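 active = inhibition at 20 µM, scaled per plate between control wells, above about 37%, limit read from the data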;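 also: 0% = DMSO with enzyme and substrate and 100% = substrate only without enzyme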
Target sequence (P54829 whole entry, looked up): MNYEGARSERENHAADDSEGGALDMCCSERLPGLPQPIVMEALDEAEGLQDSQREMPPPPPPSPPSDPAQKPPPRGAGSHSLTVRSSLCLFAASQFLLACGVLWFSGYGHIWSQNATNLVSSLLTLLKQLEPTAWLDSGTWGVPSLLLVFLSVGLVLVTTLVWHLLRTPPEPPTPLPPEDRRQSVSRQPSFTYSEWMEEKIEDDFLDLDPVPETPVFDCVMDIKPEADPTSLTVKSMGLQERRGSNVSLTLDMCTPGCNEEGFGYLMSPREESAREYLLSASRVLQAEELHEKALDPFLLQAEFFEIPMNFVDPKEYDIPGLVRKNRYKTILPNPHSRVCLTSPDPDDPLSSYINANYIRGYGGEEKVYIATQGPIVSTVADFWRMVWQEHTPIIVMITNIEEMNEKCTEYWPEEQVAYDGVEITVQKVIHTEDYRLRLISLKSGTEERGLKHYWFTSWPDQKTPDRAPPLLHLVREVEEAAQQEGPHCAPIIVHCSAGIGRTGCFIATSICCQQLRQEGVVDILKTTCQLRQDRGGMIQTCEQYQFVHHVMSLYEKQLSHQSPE
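System: STEP (striatal-enriched tyrosine phosphatase) enzyme, cell-free; medium: Bis-Tris pH 6.0 buffer with DTT, detergent; dosing: 20 µM, 1% DMSO; times: reaction 20 min, ambient temperature; detection: fluorescence, 480/540 nm; read-out basis: normalized % inhibition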
DNMT1 block: blocks human DNA methyltransferase DNMT1; P26358; DNMT1 molecular beacon, Hinp1I cleavage, fluorescence; inhibition (reported as % activation of signal), % at 10 µM; hit rate 0.83% among 360,000; in the data active = inhibition above about 50%
CSN inh: inhibitors of human CSN-mediated cullin deneddylation. AID 651999. inhibition, % at 12.5 µM. hit rate 0.38% among 360,000. Q92905. Purified CSN, SCF-Nedd8-OG deneddylation, fluorescence polarization;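 active = pattern-corrected inhibition above about 35%, with an unprinted fluorescence ratio check between 0.5 and 1.5, limit read from the data, passing the limit was not always enough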;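 also: 0% = enzyme with substrate and 100% = substrate without enzyme; some results filed as inactive read as strong as hits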
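assay system = purified human Csn5 enzyme expressed in HEK293T cells | amount = 0.24 nM enzyme | buffer or medium = Tris/NaCl/DTT buffer, pH 7.5 | reagent = 10 nM SCFSkp2-Nedd8OG | compound = one concentration, 12.5 µM, 0.25% DMSO | times = 90 min reaction at room temperature | signal = FP | read-out basis = % inhibition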
TbMetRS inhib: Trypanosoma brucei MetRS inhibition | AID 624268 | purified T. brucei MetRS, ATP depletion, Kinase-Glo luminescence | inhibition, % at 11.9 µM | hit rate 0.4% among 360,000;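 active = inhibition above a per-plate cutoff of the control wells' mean inhibition plus 3 SD, cut at about 5.5% in these data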;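 also: 0% = DMSO wells median and 100% = median of wells with control inhibitor compound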
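Test system: purified T. brucei MetRS enzyme. Also added: ATP, methionine and E. coli bulk tRNA substrates. Compound: 11.9 µM single point. Schedule: 15 min enzyme-compound preincubation, 2 h reaction, 10 min detection, 25 °C. Signal: luciferase luminescence of residual ATP, Kinase-Glo. Evaluation: percent inhibition versus plate control medians. Controls: DMSO wells, low control.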
Rpn11 block: Rpn11 (human) deubiquitinase inhibition. human 26S proteasome, Ub4-pepOG fluorescence polarization; 20S core pre-blocked with epoxomicin. calls only at 20 µM. O00487. hit rate 0.59% among 360,000;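 active = inhibition at 20 µM, scaled to each plate's controls, above about 33%, limit read from the data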
SUMO1-SIM PPI: alters human SUMO1 binding to SIM partners; inhibition, % at 20 µM; P63165; SUMO1 binding to a labelled peptide, TR-FRET, 1 h; hit rate 0.33% among 360,000; AID 602429; in the data active = inhibition above about 37%
Target sequence (P63165 whole entry, looked up): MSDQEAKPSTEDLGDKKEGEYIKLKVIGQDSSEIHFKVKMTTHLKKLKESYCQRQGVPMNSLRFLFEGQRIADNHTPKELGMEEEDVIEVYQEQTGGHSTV
LMPTP block: LMPTP (human) inhibition; P24666; recombinant LMPTP-A, OMFP fluorogenic substrate, fluorescence intensity; hit rate 0.22% among 360,000; inhibition, % at 20 µM;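 active = compounds that cut the enzyme signal by at least half of the control window in the single-dose screen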;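 also: plate controls were DMSO wells with enzyme plus substrate for no effect and substrate without enzyme for full effect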
Target sequence (P24666 whole entry, looked up): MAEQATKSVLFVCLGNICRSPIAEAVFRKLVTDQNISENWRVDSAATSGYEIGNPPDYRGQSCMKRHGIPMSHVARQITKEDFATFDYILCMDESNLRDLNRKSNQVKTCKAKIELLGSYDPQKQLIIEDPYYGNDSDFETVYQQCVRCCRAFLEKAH
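Test system: LMPTP-A phosphatase enzyme; input: 0.625 nM LMPTP-A final; reagent: OMFP substrate, 400 µM final; compound dosing: 20 µM single dose, 3% DMSO; incubation: 50 min dark incubation at room temperature; measured by: endpoint fluorescence intensity from OMFP dephosphorylation; measure: % inhibition relative to no-enzyme and uninhibited control wells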
Scp1 inh: Scp-1 (human) phosphatase inhibition; inhibition, % at 20 µM; Recombinant Scp1, phosphopeptide, malachite green phosphate absorbance; Q9GZU7; AID 493091; hit rate 0.88% among 340,000;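 active = inhibition above about 50% at 20 µM, limit read from the data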;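 also: plate controls were DMSO wells with enzyme for no effect and wells lacking enzyme for full effect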
Target sequence (Q9GZU7 76-261 limits assumed): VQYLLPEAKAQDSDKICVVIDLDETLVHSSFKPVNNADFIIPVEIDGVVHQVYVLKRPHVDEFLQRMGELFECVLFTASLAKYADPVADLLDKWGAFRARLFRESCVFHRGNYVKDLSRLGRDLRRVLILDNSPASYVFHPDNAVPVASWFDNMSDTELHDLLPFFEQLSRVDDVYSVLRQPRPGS
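Material: truncated SCP-1 phosphatase (76-261aa) / Buffer or medium: 50 mM Tris acetate pH 5.5, 0.005% Tween-20, 10 mM MgCl2 / Compound dosing: one concentration, 20 µM, with 1.0% DMSO / Incubation: 45 min room-temperature reaction, 5 min colour, 30 min stabiliser / Detection: colorimetric free-phosphate detection, absorbance 630 nm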
NadD inh: inhibitors of Staphylococcus aureus NadD; purified NadD enzyme, colorimetric absorbance read-out; inhibition, % at 20 µM; hit rate 0.78% among 360,000; AID 602399; in the data active = inhibition above about 26%; also: some compounds past the cut are filed as inactive
MsrA inhibitor: bovine MsrA inhibition | purified bovine MsrA, absorbance read-out | inhibition, % at 15.5 µM | hit rate 0.75% among 360,000; in the data active = inhibition above about 4.5%;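 also: 0% = vehicle wells with enzyme and 100% = reference inhibitor wells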
* = called active by the depositor; i = inactive; nt = no result given.

No. | molecule | STEP inh | DNMT1 block | CSN inh | TbMetRS inhib | Rpn11 block | SUMO1-SIM PPI | LMPTP block | Scp1 inh | NadD inh | MsrA inhibitor
1 | COc1cc(NC(=O)c2ccc(Cl)cc2)c(OC)cc1Cl | 3 | 1 | -1 | 0.0 | i | 1 | 1.2 | -11 | -7 | 0.8
2 | Clc1ccc(-n2cccc2)cn1 | -2 | -1 | 1 | -0.9 | i | -2 | -0.4 | -3 | 0 | -1.4
3 | Cc1sc2ncn(CC(=O)NCCCC(=O)N3CCN(c4ccccn4)CC3)c(=O)c2c1C | -5 | 4 | -1 | -0.1 | i | 2 | 1.0 | -6 | 1 | -0.1
4 | CC(C)(C)OC(=O)N[C@@H](COCc1ccccc1)C(=O)N[C@@H](CO)[C@H](O)[C@@H]1C[C@@H]1C(=O)NC1CC1 | 2 | 3 | 4 | -0.1 | i | 3 | 0.0 | 0 | 0 | 0.7
5 | CCOC(=O)CC(=O)CSc1ncnc2c1oc1ccccc12 | -2 | -2 | 1 | -1.2 | i | -1 | -0.1 | -2 | -4 | -0.6
6 | CCC(C)(C)NC(=O)C(c1ccc(OC)cc1)N(C(=O)CCC(=O)Nc1cc(C)on1)C1CC1 (configuration not stated) | -4 | 1 | 2 | -0.4 | i | -2 | 1.6 | -1 | -8 | 1.1
7 | COc1ccc(NC(=O)c2sc3nc(C)nc(N4CCOCC4)c3c2C)c(OC)c1 | 2 | 1 | 7 | -0.1 | i | -9 | -0.4 | 3 | 2 | -0.1
8 | CCOC(=O)c1nnsc1NC(C)=O | -2 | 2 | -5 | 0.2 | i | 2 | -1.1 | -1 | -1 | 0.5
9 | Cc1onc(-c2c(F)cccc2Cl)c1C(=O)NCCCN1CCOCC1 | 0 | 4 | 2 | 0.1 | i | 1 | -4.5 | -5 | -1 | nt
10 | O=C(COC(=O)CCc1ccccc1)Nc1ncc(Cl)cc1Cl | -1 | 2 | 4 | -1.7 | i | 2 | 1.5 | 5 | -3 | -0.3
11 | CN(C)CCNc1ncnc2c1sc1nc(N3CCCC3)c3c(c12)CC(C)(C)OC3 | 2 | -8 | 0 | -0.1 | i | 11 | 4.0 | -4 | -11 | 0.6
12 | CCOc1ccc(C(=O)Nc2cccc(-c3nc4ccccc4[nH]3)c2C)cc1[N+](=O)[O-] | 2 | -1 | -13 | -0.5 | i | -5 | 0.3 | 5 | 11 | -1.2
13 | COCCN(C(=O)COC(=O)c1ccc2c(c1)OCCO2)c1c(N)n(Cc2ccccc2)c(=O)[nH]c1=O | 2 | 0 | 4 | -0.6 | i | -2 | 0.5 | -3 | -5 | -1.7
14 | CCc1c(C)sc(NC(=O)Cc2ccccc2C)c1C(=O)N1CCOCC1 | 1 | 0 | -3 | -0.3 | i | 4 | 0.0 | 1 | 0 | 0.0
15 | CCCCN(C)C(=O)C(Cc1ccccc1)NS(=O)(=O)c1ccc2c(c1)c(=O)n(C)c(=O)n2C (configuration not stated) | 0 | 0 | 0 | 0.3 | i | 6 | 0.2 | -7 | -2 | 0.0
16 | Nc1c2c(nc3ccccc13)CCC2 | -2 | 2 | 0 | 0.0 | i | 3 | 11 | 3 | 0 | 0.6
17 | CCOc1ccc(C(=O)NCC(=O)OCCN2C(=O)c3ccccc3C2=O)cc1OCC | -1 | -2 | -3 | -0.6 | i | -6 | -0.1 | 5 | 11 | -0.7
18 | COc1cccc(N(C(=O)Cn2nnc(-c3ccc(Cl)cc3)n2)C(C(=O)NCC2CCCO2)c2ccc(C)cc2)c1 (configuration not stated) | 0 | 59* | -2 | -0.4 | i | 2 | 0.0 | -3 | 10 | -0.3
19 | CCn1cc(C(=O)N2CCCC2)c(=O)c2cc(S(=O)(=O)N3CCOCC3)ccc21 | 0 | 5 | -2 | -0.4 | i | -2 | -0.3 | -5 | 1 | 1.7
20 | COc1cc2c(=O)n(Cc3ccccc3)c(=O)n(CC(=O)NCc3ccco3)c2cc1OC | 5 | -4 | 2 | -1.7 | i | -2 | 2.5 | -3 | -8 | -1.0
21 | COc1ccc(S(=O)(=O)Nc2c(O)ccc3ccccc23)cc1OC | 0 | -26 | 12 | 0.1 | i | -3 | 0.7 | -14 | -2 | -0.9
22 | CC(Nc1ccccc1CO)C(=O)Nc1cccc(Cl)c1Cl (configuration not stated) | -6 | 4 | -4 | -0.6 | i | 0 | 0.7 | -2 | -4 | -1.4
23 | CC(=O)Nc1cccc(-c2ccnc3c2CC(C)(C(=O)NC(C)C)O3)c1 (configuration not stated) | -5 | 5 | 7 | -0.2 | i | 1 | -0.2 | nt | -6 | -0.6
24 | CCc1nc2ccc(C(=O)NCc3ccc(OC)cc3)cn2c1N(C)CCC(C)C | -1 | -13 | 6 | -0.3 | i | 0 | 3.0 | nt | 3 | -1.4
25 | CC1(C2CCCC2)NC(=O)NC1=O (configuration not stated) | -4 | 4 | 0 | -0.4 | i | -2 | -0.4 | 13 | 2 | 1.2
26 | CCCCCCCCS(=O)C1CS(=O)(=O)CC1O (configuration not stated) | -1 | 1 | 6 | -0.3 | i | 1 | -0.4 | 1 | -2 | -0.8
27 | OC(c1cccc(OCc2ccccc2)c1)c1nnc(-c2ccccc2)o1 (configuration not stated) | 3 | -6 | -2 | 0.0 | i | 3 | 3.0 | -10 | -17 | 0.0
28 | CC(=O)Nc1cccc(-c2nnc3n2CC(C)S3)c1 (configuration not stated) | 0 | 5 | 2 | -0.7 | i | 3 | -0.6 | -5 | -3 | -0.4
29 | O=C(CC(c1ccccc1)c1ccccc1)Nc1ncn[nH]1 | 0 | 0 | 3 | -1.8 | i | -1 | -2.2 | 6 | 5 | 2.0
30 | CCCCSc1nc(C(=O)O)cc(=O)[nH]1 | -1 | 4 | 7 | -0.6 | i | 2 | 1.3 | -4 | -1 | 2.9
31 | CCN(CC)CCCN1C=C2C(=O)C(C)(OC(=O)CCc3ccccc3)C(=O)C=C2C=C1c1ccc(C#N)cc1 (configuration not stated) | 6 | -17 | -4 | -0.5 | i | -22 | 10 | 6 | 6 | nt
32 | CCOC(=O)N1CCN(CC(O)COc2cc(C)cc(C)c2)CC1 (configuration not stated) | -3 | 7 | -5 | -0.8 | i | 5 | -1.7 | -2 | -2 | 0.5
33 | COCc1c(C(=O)OC/C(O)=C(\C#N)c2nc3ccccc3[nH]2)oc2ccccc12 | -1 | 19 | 3 | -0.3 | i | 6 | 0.0 | -9 | 11 | 0.9
34 | CC(C)c1nnc(NC(=O)CCCC(=O)O)s1 | 4 | 1 | -2 | -0.3 | i | -3 | -2.6 | 3 | 9 | 0.5
35 | O=C(COC(=O)c1ccccc1SCC(=O)N1CCCC1)NC1CCS(=O)(=O)C1 (configuration not stated) | 3 | 1 | -2 | -0.3 | i | 2 | -0.4 | 15 | -1 | 0.5
36 | CCN(CC)S(=O)(=O)c1cc(C(=O)Nc2cccnc2Cl)ccc1Cl | 0 | 4 | 3 | -1.4 | i | 4 | 0.6 | 3 | 1 | -0.1
37 | Cc1cc(C)cc(NC(=O)Cn2nnc3ccccc3c2=O)c1 | -5 | 13 | -6 | -1.2 | i | 0 | 1.0 | 0 | -1 | -0.1
38 | O=C(O)C1=NN(c2ccccc2)C(=O)C1 | 12 | 1 | 1 | -0.2 | i | 0 | -0.3 | -10 | -3 | -1.5
39 | CCn1ncc(Br)c1C(=O)Nc1ccc(Cl)cn1 | -3 | 4 | 0 | -1.1 | i | -4 | -0.8 | -4 | 4 | 0.5
40 | CC1(C)Cc2c(sc3nc(C4CC4)n(N)c(=O)c23)CO1 | 0 | 2 | 4 | -0.2 | i | 17 | -1.2 | 0 | -5 | -1.2

Some of these compounds in order of length of the SMILES, largest number first.
No. | molecule | STEP inh | DNMT1 block | CSN inh | TbMetRS inhib | Rpn11 block | SUMO1-SIM PPI | LMPTP block | Scp1 inh | NadD inh | MsrA inhibitor
31 | CCN(CC)CCCN1C=C2C(=O)C(C)(OC(=O)CCc3ccccc3)C(=O)C=C2C=C1c1ccc(C#N)cc1 (configuration not stated) | 6 | -17 | -4 | -0.5 | i | -22 | 10 | 6 | 6 | nt
33 | COCc1c(C(=O)OC/C(O)=C(\C#N)c2nc3ccccc3[nH]2)oc2ccccc12 | -1 | 19 | 3 | -0.3 | i | 6 | 0.0 | -9 | 11 | 0.9
40 | CC1(C)Cc2c(sc3nc(C4CC4)n(N)c(=O)c23)CO1 | 0 | 2 | 4 | -0.2 | i | 17 | -1.2 | 0 | -5 | -1.2

Next compounds follow:
No. | molecule | STEP inh | DNMT1 block | CSN inh | TbMetRS inhib | Rpn11 block | SUMO1-SIM PPI | LMPTP block | Scp1 inh | NadD inh | MsrA inhibitor
41 | COC(=O)c1ccccc1-c1ccc(/C=N/NC(=O)c2cc3ccccc3o2)o1 | 3 | -9 | -4 | 1.3 | i | -7 | 2.1 | -6 | 6 | 3.1
42 | N=c1c(S(=O)(=O)c2ccc(Cl)cc2)cc2c(=O)n3ccccc3nc2n1Cc1cccnc1 | -3 | 2 | 3 | 0.2 | i | -1 | 0.8 | 4 | 12 | nt
43 | CNC(=O)c1cc(C(=O)c2ccc(C(F)(F)F)cc2)c[nH]1 | -2 | 0 | 7 | -0.3 | i | 1 | -0.7 | -3 | 0 | 1.5
44 | Cc1cc(C(=O)N2CCCC(N3CCN(c4ccccc4C)CC3)C2)nc(C)n1 (configuration not stated) | -1 | -1 | 7 | 0.0 | i | 0 | -0.7 | -7 | 1 | 0.3
45 | CC(C)NC(=O)c1ccc(COc2cc(Cl)ccc2Cl)o1 | 0 | -2 | 6 | 4.1 | i | 2 | 1.7 | -9 | -5 | 0.9
46 | CCN1CCN(S(=O)(=O)c2ccc(S(=O)(=O)N(CC)Cc3ccccc3)cc2)CC1 | 0 | -2 | 4 | 0.0 | i | 9 | -1.6 | 13 | -8 | -0.3
47 | S=c1[nH]nc(C2CC2)n1Cc1ccccc1 | 0 | 0 | -3 | -0.7 | i | 2 | -1.9 | 3 | 2 | 0.2
48 | COC(=O)Nc1ccc2c(c1)N(C(=O)CCCl)c1ccccc1S2 | 2 | -11 | 3 | -0.1 | i | 5 | 2.5 | -11 | -1 | nt
49 | CCSc1nnc(NC(=O)CN2C(=O)C3CC=CCC3C2=O)s1 (configuration not stated) | -1 | 3 | -3 | -1.3 | i | 0 | -0.4 | -2 | 0 | 1.0
50 | Cc1ccc2oc(=O)c3cc(C(=O)NCCN4CCN(C)CC4)sc3c2c1 | 1 | 6 | 1 | -0.3 | i | -18 | -4.3 | -4 | -6 | 2.9
51 | COc1ccc(C(=O)Nc2cc3c(cc2N2CCCCC2)n(C)c(=O)n3C)cc1OC | 4 | -3 | 0 | -0.4 | i | 34 | 1.9 | -3 | -4 | 0.7

Screening results from PubChem.
